Source: PubChem
Pyk2 oligo antag – antagonists of human Pyk2 oligomerization; 0.83% of 99,000 active; Q14289; z-score (the deposit names both 25 µM and 10 µM); Q293 cells, Pyk2 FERM NanoBiT luminescence; stronger effect = lower value;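 active = Z-score of -3 or lower, scaled per plate to the spread of control and sample wells; inactive = z-score above -3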;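 note: negative z-score means lost luminescence so less FERM oligomerization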
Target sequence (Q14289 whole entry, looked up): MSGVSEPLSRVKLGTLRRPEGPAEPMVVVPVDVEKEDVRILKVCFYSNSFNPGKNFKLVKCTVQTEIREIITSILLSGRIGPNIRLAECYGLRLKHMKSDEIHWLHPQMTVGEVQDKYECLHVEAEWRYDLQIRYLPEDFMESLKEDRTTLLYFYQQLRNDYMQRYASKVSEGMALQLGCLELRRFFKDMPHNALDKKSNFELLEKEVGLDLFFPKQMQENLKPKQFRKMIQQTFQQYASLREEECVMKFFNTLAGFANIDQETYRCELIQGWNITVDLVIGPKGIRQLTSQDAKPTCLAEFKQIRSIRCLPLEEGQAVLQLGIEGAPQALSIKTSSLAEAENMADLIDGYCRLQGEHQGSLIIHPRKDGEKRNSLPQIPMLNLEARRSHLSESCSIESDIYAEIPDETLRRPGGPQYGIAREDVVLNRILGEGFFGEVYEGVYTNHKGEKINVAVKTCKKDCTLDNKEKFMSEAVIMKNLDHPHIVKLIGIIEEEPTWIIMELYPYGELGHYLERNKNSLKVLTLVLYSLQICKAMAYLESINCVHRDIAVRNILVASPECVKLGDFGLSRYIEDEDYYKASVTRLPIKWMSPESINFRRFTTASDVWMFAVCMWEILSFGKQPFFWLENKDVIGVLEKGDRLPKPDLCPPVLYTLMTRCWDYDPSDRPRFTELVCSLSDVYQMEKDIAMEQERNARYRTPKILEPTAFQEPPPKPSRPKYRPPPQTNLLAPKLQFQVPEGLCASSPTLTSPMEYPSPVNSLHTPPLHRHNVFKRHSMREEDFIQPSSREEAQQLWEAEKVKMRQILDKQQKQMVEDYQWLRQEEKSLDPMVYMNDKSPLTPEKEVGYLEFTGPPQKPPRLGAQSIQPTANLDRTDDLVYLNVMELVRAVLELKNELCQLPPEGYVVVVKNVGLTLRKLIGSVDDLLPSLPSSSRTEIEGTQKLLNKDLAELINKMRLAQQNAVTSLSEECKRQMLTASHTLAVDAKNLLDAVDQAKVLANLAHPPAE
PLK1 kinase inh – PLK1 (human) kinase inhibition. inhibition, % at 10 µM. recombinant PLK1 kinase, TR-FRET peptide phosphorylation. 0.53% of 97,000 active. AID 619;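 active = inhibition of 50% or more in the single-concentration screen; inactive = inhibition below 50%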;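 note: 0% = DMSO max control and 100% = H-89 dihydrochloride min control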
Active calls of the source: *; x = not tested or not shown. These rows are one share of the data; the hit share may differ from the screen's.

SMILES	Pyk2 oligo antag	PLK1 kinase inh
Cc1ccc(NC(=O)CNC(=O)c2cccs2)cc1S(=O)(=O)Nc1ccc(Cl)cc1	-2.3	x
Cc1nn(-c2ccccc2)c(N)c1C(c1ccc(C(C)C)cc1)c1c(C)nn(-c2ccccc2)c1N	-1.4	x
CN(C)S(=O)(=O)c1ccc(Cl)c(NC(=O)COc2ccccc2[N+](=O)[O-])c1	0.18	x
CC(NC(=O)COc1ccccc1)C(c1ccccc1)N1CCN(C)CC1 (configuration not stated)	-0.13	x
O=C(COc1ccc2ccccc2c1Br)Nc1ncn[nH]1	0.08	x
COc1ccc(C2C(C(=O)NCCN(C)C)c3cc(OC)c(OC)cc3C(=O)N2C)cc1OC (configuration not stated)	-0.89	x
CCCCCNC(=O)N[C@H](C(=O)O)C(C)C	0.12	x
CCOC(=O)c1c(O)c2ccccc2n(-c2ccccc2)c1=O	-0.7	x
CC(=O)c1sc2nc(=O)c(C)nn2c1C	-0.38	x
Cc1ccc(CNC(=O)C2=NNC(=O)CC2)cc1	1	x
CCOC(=O)c1ccc(NC(=S)N2CCSC2c2ccc(OC)cc2)cc1 (configuration not stated)	0.46	x
C=CCc1ccccc1OCCCCN1CCCC1	0.25	x
COc1ccc(CCNC(=O)CSc2nc(O)c(CC(C)C)c(=O)[nH]2)cc1OC	-0.51	x
O=C(NNc1nc2ccccc2s1)c1ccc(F)cc1	0.01	x
CCC(=O)N1CCc2cc(Br)cc(S(=O)(=O)NCCN3CCCCC3C)c21 (configuration not stated)	-0.03	x
COc1cccc(C(C(=O)NC(C)(C)C)N(C(=O)CCC(=O)Nc2cc(C)on2)C(C)C)c1OC (configuration not stated)	1.5	x
Cc1ccc(C(=O)CCC2CCCC2=O)cc1 (configuration not stated)	0.71	x
CSc1nc2ccc(NC(=O)C3CC(=O)N(Cc4ccco4)C3)cc2s1 (configuration not stated)	0.09	x
CCOC(=O)C1CCN(Cc2ccc(OC)c(C)c2OC)CC1	0.03	x
CCOc1cc(/C=C/C(=O)c2ccc(C)cc2)ccc1OCC(=O)N(C)C	-1.1	x
CC1CCCCN1S(=O)(=O)c1ccc(NC(=O)CSc2nnnn2C)cc1 (configuration not stated)	0.58	x
COc1cc2nc(C)sc2cc1SC	1.8	x
CC(C)Cn1cc(C(=O)NCCCN2CCCC2=O)c2c3ccccc3n(C)c2c1=O	0.43	x
Cc1onc(-c2ccccc2)c1C(=O)NC(=S)NNC(=O)c1ccncc1	-0.66	x
Nn1cnnc1SCC(=O)Nc1ccc(C2CCCCC2)cc1	-0.61	x
Cn1c(=O)[nH]c(NC2CCCCC2)c([N+](=O)[O-])c1=O	0.89	x
CC(=O)C1=C(O)CCC1=N	0.01	x
COc1ccc(-c2ncccc2OC(=O)C23CC4CC(CC(C4)C2)C3)cc1OC	0.17	x
COc1ccccc1-n1c(SCC(=O)N(C)C2CCS(=O)(=O)C2)nc2ccccc2c1=O (configuration not stated)	-0.5	x
COc1cc2[nH]c(=O)n(CCC(=O)NC3CCCC3)c(=O)c2cc1OC	0.52	x
COCc1cc(=O)n2c(-c3ccccc3OC)n[nH]c2n1	0.5	x
Cc1ccccc1NC(=O)N1C2CCCC1CC(NC(=O)C(C)(C)C)C2 (configuration not stated)	0.71	x
CCC(C)(C(=O)NC1CCCCC1)N(C(=O)C1CCC(=O)N1)c1ccc(C)cc1 (configuration not stated)	0.24	x
CC(C)Cn1c(SCC(=O)NC(=O)Nc2ccc3c(c2)OCCO3)nc2ccccc2c1=O	-1.8	x
CC1(c2ccccc2)NC(=O)N(CCOc2ccccc2)C1=O (configuration not stated)	0.9	x
O=C(COC(=O)/C=C/c1ccco1)Nc1ncc(C(F)(F)F)cc1Cl	0.3	x
COc1ccccc1-n1nc(C(=O)O)c2ccccc2c1=O	0.64	x
COc1ccc(C2CC(=O)C3=C(C2)Nc2ncnn2C3c2ccccc2C)c(OC)c1 (configuration not stated)	-3.6*	x
Cc1cc(C)nc(NC(=O)CSc2ccccn2)n1	0.06	x
O=C(Nc1ccc(Cl)cc1)N1CC=CCC1	0.45	x
CNc1ccc(NC(C)=O)cc1[N+](=O)[O-]	-0.8	x
CC(Sc1nc2ccccc2o1)C(=O)O (configuration not stated)	2.2	x
O=C1N=C(N2CCOCC2)SC1=C1CCCCC1	0.1	x
Cc1ccccc1CSCC(=O)NC(=O)NC(C)(C)C	-2.3	x
Cc1ccc(-c2nc(C3CCCN(S(=O)(=O)c4ccc(C(F)(F)F)cc4)C3)no2)cc1 (configuration not stated)	0.22	x

Among those listed so far, 4 have a Cl atom.
SMILES	Pyk2 oligo antag	PLK1 kinase inh
Cc1ccc(NC(=O)CNC(=O)c2cccs2)cc1S(=O)(=O)Nc1ccc(Cl)cc1	-2.3	x
CN(C)S(=O)(=O)c1ccc(Cl)c(NC(=O)COc2ccccc2[N+](=O)[O-])c1	0.18	x
O=C(COC(=O)/C=C/c1ccco1)Nc1ncc(C(F)(F)F)cc1Cl	0.3	x
O=C(Nc1ccc(Cl)cc1)N1CC=CCC1	0.45	x

One compound at a time, from the list above:
Listed for O=C1N=C(N2CCOCC2)SC1=C1CCCCC1 : Pyk2 oligo antag: 0.1; PLK1 kinase inh: x
Listed for COc1ccc(C2CC(=O)C3=C(C2)Nc2ncnn2C3c2ccccc2C)c(OC)c1 (configuration not stated) : Pyk2 oligo antag: -3.6*; PLK1 kinase inh: x

The list continues:
SMILES	Pyk2 oligo antag	PLK1 kinase inh
N#C/C(=C\c1c[nH]c2ccccc12)c1nnc2n1CCCCC2	1.3	x
Cc1cccc(C)c1Nc1nnc(SCC(=O)c2ccc3c(c2)NC(=O)CO3)s1	0.5	x
NC(=O)c1c(NC(=O)c2cccs2)sc2c1CCCCCC2	-2.8	x
COCC(C)NC(=O)c1ccc(N(C)C)cc1 (configuration not stated)	0.44	x
CCNc1nc(NCC)n2c(SC(C(=O)Nc3cc(C)ccc3OC)c3ccccc3)nnc2n1 (configuration not stated)	-2.2	x
CCSc1nnc(NC(=O)C(NC(=O)c2ccc(Cl)cc2)C(C)C)s1 (configuration not stated)	-0.32	x
O=C(Nc1cccnc1N1CCOCC1)c1cc2ccccc2oc1=O	1.1	x
Cc1cnc(C(=O)Nc2cccc(-c3nnc4n3CCCCC4)c2)cn1	0.91	-12

Ordered by formula weight (rising): five of the compounds above
SMILES	Pyk2 oligo antag	PLK1 kinase inh
N#C/C(=C\c1c[nH]c2ccccc12)c1nnc2n1CCCCC2	1.3	x
NC(=O)c1c(NC(=O)c2cccs2)sc2c1CCCCCC2	-2.8	x
Cc1cnc(C(=O)Nc2cccc(-c3nnc4n3CCCCC4)c2)cn1	0.91	-12
O=C(Nc1cccnc1N1CCOCC1)c1cc2ccccc2oc1=O	1.1	x
Cc1cccc(C)c1Nc1nnc(SCC(=O)c2ccc3c(c2)NC(=O)CO3)s1	0.5	x

Pyk2 oligo antag, hit marks shown above
SMILES	Pyk2 oligo antag	PLK1 kinase inh
COc1ccc(C2CC(=O)C3=C(C2)Nc2ncnn2C3c2ccccc2C)c(OC)c1 (configuration not stated)	-3.6*	x
